NR2F2 inh: NR2F2 (human) inhibition, primary screen; 0.7% of 370,000 active; HEK293T NGFI-A luciferase reporter, luminescence; inhibition, % at 8.6 µM;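 active = inhibition above a per-plate cutoff, mean inhibition of test wells between control levels plus 3 SD, cut at about 38% in these data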;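 also: cells cotransfected with COUP-TFII expression vector driving the NGFI-A reporter; 0% = median of COUP-TF2 test wells and 100% = reporter-only cells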
TRAIL sens C8: caspase-8 TRAIL sensitization. NB7+C8 cells + TRAIL, ATPlite viability luminescence. inhibition (viability loss, TRAIL sensitization), % at 10 µM. 1% of 360,000 active;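 active = compounds causing at least 50% loss of cell viability in the single-dose screen, relative to plate controls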
KKLEB cytotox: CF airway cell cytotoxicity counter-screen; KKLEB CF airway cells viability, ATPlite luminescence, overnight; stronger effect = lower value; cells stimulated with P. aeruginosa culture filtrate; activity change (cytotoxicity), % at 5 µM; 0.36% of 360,000 active;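 active = corrected activity change at or below -50% at 5 µM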
CF NFkB inh: blocks PAF-induced NF-kB reporter in cystic fibrosis cells. KKLEB NF-kB-GFP reporter, GFP fluorescence overnight. inhibition, % at 5 µM. 0.86% of 360,000 active;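 active = at least 50% inhibition at 5 µM, scaled per plate between neutral and stimulator controls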;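 also: PAF is a Pseudomonas aeruginosa culture filtrate used as stimulus; plate controls were PAF-stimulated DMSO wells for no effect and unstimulated DMSO wells for full effect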
NCOA3 inh: human NCOA3 inhibition; Q9Y6Q9; HEK293 GAL4-SRC3 luciferase reporter, luminescence; inhibition, % at 3.6 µM; 0.17% of 360,000 active; AID 588352;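 active = inhibition above a per-campaign cutoff, the mean of all compounds plus 3 SD, cut at about 60% in these data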;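 also: 0% = DMSO-treated cells and 100% = gossypol-treated cells at 36 µM; higher means less SRC3-driven luciferase light from the GAL4 reporter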
EBV LMP1 NFkB: reduces LMP1-driven NF-kappaB luciferase signal. LMP1-induced NF-kappaB luciferase reporter cells, luminescence. inhibition, % at 12.5 µM. 0.69% of 350,000 active; in the data active = inhibition above about 41%;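 also: 0% = neutral control wells and 100% = reference inhibitor control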
NCOA1 inh: human NCOA1 inhibition | Q15788 | HEK293 GAL4-SRC1 luciferase reporter, luminescence | inhibition, % at 3.6 µM | 0.12% of 360,000 active | AID 588354;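 active = inhibition above the campaign mean plus 3 SD, with each screening campaign given its own cutoff, cut at about 60% in these data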;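 also: 0% = DMSO treated cells and 100% = gossypol at 36 µM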
TWEAK-Fn14 inh: TWEAK-Fn14 signaling inhibition; 2% of 360,000 active; TWEAK-stimulated Fn14 reporter cells, luciferase luminescence, 8 h; AID 1159606; inhibition, % at 10 µM; in the data active = inhibition above about 50%
TROY NFkB inh: blocks TROY-dependent signaling in reporter cells. Q293 LMP1-TROYcd NF-kB luciferase reporter, 4 h. 0.98% of 360,000 active. inhibition, % at 10 µM. AID 1347056;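 active = compounds whose plate-normalised and pattern-corrected inhibition of the luciferase reporter signal at the single screening dose is 50% or more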
NR5A2 inv ag: NR5A2 inverse agonism in reporter assay; O00482; HEK293T StAR-luciferase reporter, LRH-1 transfected, 24 h; inhibition, % at 3.6 µM; 0.13% of 360,000 active;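 active = inhibition above the mean inhibition of all tested compounds plus 3 SD, cut at about 73% in these data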;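 also: 0% = DMSO wells and 100% = reporter-only cells lacking LRH-1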
NCOA2 inhibitor: inhibits human steroid receptor coactivator 2 | AID 651957 | 0.17% of 370,000 active | Q15596 | inhibition, % at 9 µM | HEK293 GAL4-SRC2 luciferase reporter, luminescence;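 active = inhibition above the mean inhibition of all tested compounds plus 3 SD, set per campaign, cut at about 52% in these data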;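 also: 0% = DMSO treated cells and 100% = cells given Gossypol at 36 µM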
The depositor's hits bear a star; x = no result given.

SMILES	NR2F2 inh	TRAIL sens C8	KKLEB cytotox	CF NFkB inh	NCOA3 inh	EBV LMP1 NFkB	NCOA1 inh	TWEAK-Fn14 inh	TROY NFkB inh	NR5A2 inv ag	NCOA2 inhibitor
COc1ccccc1NC(=O)N1CCN(C)CC1	1	-5	-3	-4	16	9	6	-1	3	-3	-23
CCOc1cc(/C=N\NC(=O)CN2CCOCC2)ccc1OCc1ccc(F)cc1	11	6	4	6	20	1	-60	6	6	-12	-41
CCSC(=Nc1ccccc1)C1=C(O)COC1=O	-12	6	-4	8	8	-5	-26	-9	-18	5	-38
COc1cccc(CNC(=O)CCC2CCCN(c3cc(C)nc(N)n3)C2)c1 (centres undefined)	7	-1	0	12	9	-4	-22	-4	11	-8	-15
COC(=O)C1=C(C(=O)OC)SC2(S1)C(C(=O)OC)=C(C(=O)OC)SC1=C2c2cc(C)cc(C)c2NC1(C)C	18	-5	-3	-6	-35	-16	-2	4	20	14	-2
COc1ccc(COCC(O)CN2CC(C)OC(C)C2)cc1OC (centres undefined)	5	-13	8	-4	-3	2	-3	4	-1	-19	-17
CC(Cc1ccccc1)C(=O)Nc1ccc(Br)cc1 (centres undefined)	-13	6	-4	1	-31	-13	-27	-39	-23	-33	-40
O=C(NCC1CCCO1)c1ccc(-c2cccc(C(F)(F)F)c2)o1 (centres undefined)	-16	-5	0	3	7	-3	2	-1	7	0	-54
O=C(c1ccc([N+](=O)[O-])cc1)N(Cc1ccc(Cl)cc1Cl)N1C(=O)CCCC1=O	-8	10	-5	5	-2	0	-8	-35	-7	-23	-2
O=C(CSC1=NCCS1)NC1CCCC1	-13	-5	-10	-4	11	-23	-10	2	15	3	-26
C=CCOc1ccc2c(CC)cc(=O)oc2c1C	-6	-10	-2	-11	-1	4	-21	-26	-32	-24	-18
CCOC(=O)c1nn(-c2ccccc2)c(=O)c2c(NC(C)=O)scc12	-12	4	5	-10	4	-5	0	8	-24	14	-6
CCOC(=O)C(CC)/C(C)=N\NC(=O)c1ccccc1O (centres undefined)	-31	38	-12	-11	-6	-10	-31	2	-51	-47	-41
CCC(CO)NCc1ccc(OCC(=O)Nc2cccc(C(F)(F)F)c2)c(OC)c1 (centres undefined)	0	12	-3	-3	17	-1	-3	12	-1	3	13
C=CCNC(=O)c1cc(C(=O)C(C)c2ncc(C(F)(F)F)cc2Cl)c[nH]1 (centres undefined)	-17	-10	6	-21	3	-6	-7	-16	-22	-13	-15
CC(=O)c1ccc(N2CCN(C(=O)c3ccc4[nH]c(C)c(C)c4c3)CC2)cc1	2	8	6	-34	10	-5	17	-12	28	8	16
Cc1[nH]n(-c2ccc(F)cc2)c(=O)c1/C=N/c1sc2c(c1C#N)CCCC2	5	16	0	12	-23	2	-10	-12	1	8	-5
CC(C)CN(C(=O)CSc1nn(-c2ccc(Cl)cc2)c(=S)s1)C1CCS(=O)(=O)C1 (centres undefined)	3	-2	-5	3	10	-1	-2	-14	-8	-1	5
CC(=O)c1cccc(NC(=O)c2sc3nc4n(c(=O)c3c2C)CCCC4)c1	-12	14	-4	-13	18	-3	-14	8	-11	-9	11
CCN(CC(=O)Nc1ccccc1C(F)(F)F)C(=O)CCSc1ccc(F)cc1	4	-6	-7	2	1	5	-10	-18	-13	10	-6
COc1cccc(CNC(=O)CCSCc2ccccc2F)c1	6	-8	11	-30	19	1	5	36	-16	-3	5
O=C(CCN1CCCCC1)N=Nc1c(O)[nH]c2ccccc12	8	-6	-4	4	12	-22	5	-6	20	6	-2
CCN(C(=O)Cn1c(=O)oc2cc(S(=O)(=O)N3CCCC3)ccc21)c1ccc(OC)cc1	16	0	5	-12	-17	0	4	15	8	14	-2
CCc1ccc(/C=N/n2c(COc3ccccc3)n[nH]c2=S)cc1	22	-10	13	-5	-3	3	9	13	22	-10	-3
CCCOCCc1nnc(N)s1	-3	2	1	-5	1	-5	-3	7	14	1	-12
CCc1cc2cc(C)ccc2nc1SCC(=O)Nc1cc(C)on1	-19	15	8	0	19	8	1	0	21	29	-8
CCCC(=O)Nc1ccc(Cc2ccc(NC(=O)CCC)c(C(=O)O)c2)cc1C(=O)O	11	6	3	2	-6	-3	-14	11	-7	3	-9
OCCC1CN(CC2CCCCC2)CCN1C1CCCC1 (centres undefined)	11	-2	0	-3	8	5	5	-21	-3	17	5
COC(=O)CNC(=O)c1cccc(Cl)c1	8	-3	-1	-3	4	3	-9	-5	-2	6	2
COc1ccc(OC)c(NC(=O)COC(=O)c2cc3c(s2)CCC3)c1	12	3	6	12	10	6	-2	-4	18	0	-1
Cn1c(=O)c(=O)n(C)c2cc(S(=O)(=O)NCCOc3ccccc3)ccc21	-4	2	-8	-20	10	-7	0	23	8	23	6
CC1(c2ccccc2)CC(C)(C)N2C(=O)/C(=C3\SC(=S)NC3=O)c3cccc1c32 (centres undefined)	7	19	-25	61*	0	10	-7	70*	61*	0	5
Clc1ccccc1CSc1snnc1-c1ccccc1	-28	3	-18	-3	-12	-12	-21	-12	-86	-30	-53
CC(=O)NN1C(=O)/C(=C2/Sc3ccccc3N2C)SC1=S	19	-7	-6	-14	11	-21	5	-31	-22	3	20
Cc1ccc(C)c(OCCC(=O)NNC(=O)c2ccccc2)c1	-10	-6	-19	10	23	2	-12	-6	4	-3	-19
O=C1CC(C(=O)O)S/C(=N\N=C\c2ccc(Br)cc2)N1 (centres undefined)	2	8	0	1	16	-2	22	12	-8	3	10
CCS(=O)(=O)N1Cc2ccccc2CC1C(=O)N1CCN(c2cccc(C)c2C)CC1 (centres undefined)	15	9	-1	10	7	6	4	7	14	-2	17
COc1ccccc1N1CCN(C(CNC(=O)c2ccc3c(c2)OCO3)c2cccnc2)CC1 (centres undefined)	20	5	5	7	-6	12	3	-7	-12	-9	15
CCn1c(SCC(=O)Nc2ccc(N3CCOCC3)cc2)nnc1-c1ccc(OC)cc1	x	17	2	-12	-3	-12	-11	1	13	2	x
COc1ccc(C(=O)NCCn2cc(SCC(=O)Nc3nnc(C)s3)c3ccccc32)cc1	x	-1	0	8	7	9	16	67*	62*	5	x
CCc1ccc(C(CC(=O)c2ccc(Cl)cc2)C(=O)O)cc1 (centres undefined)	17	-10	7	-2	-12	0	-20	3	6	2	-9
COc1ccccc1NS(=O)(=O)c1ccc(C)c(C(=O)NCC(c2cccs2)N2CCOCC2)c1 (centres undefined)	-1	-17	2	11	4	1	-1	-28	6	-9	-23
c1ccc(Cc2nnc3sc(Nc4ccccc4)nn23)cc1	9	0	15	-4	-3	29	4	-4	8	-6	14
COc1ccc(C(=O)/C=C/NCc2ccc(F)cc2)cc1OC	1	4	-12	17	-5	-6	10	-20	-12	0	-4
CCn1cc(C(=O)N[C@H](C)c2ccccc2)c(=O)c2cc(F)c(N3CCN(C)CC3)cc21	-6	13	-3	4	10	-15	-1	-11	0	14	2
CC(=O)N1CCC2(CC1)CC(=O)c1cc(OCC(=O)N3CCCC3)ccc1O2	13	-3	-1	-1	20	1	-4	-10	-16	2	-19
COc1ccc(CC(=O)N/N=C(/C)CC(=O)N(C)c2ccccc2)cc1	-2	0	12	-3	-3	1	3	10	-18	-47	-16
Cc1cc(Cl)ccc1OCC(=O)OCC(=O)Nc1ccc(F)c([N+](=O)[O-])c1	-8	-8	6	-6	23	-2	8	-20	-3	9	-9
Cc1cc(C)cc(NC(=O)CCc2nc3sc4c(c3c(=O)[nH]2)CCCC4)c1	8	-10	-5	-2	-4	-39	-11	16	-4	1	21
CCCCCN=C(C)c1c(O)c2ccccc2oc1=O	-29	43	-8	3	-40	-7	-48	-28	-80	-9	-37
COc1ccc(OCC(=O)NCCNC(=O)c2ccncc2)cc1	9	-26	2	-19	2	-5	-17	2	-7	-4	-44
Cc1ccc(Nc2nc3ccccc3n3cnnc23)cc1C	0	24	5	-4	-9	9	-3	0	-10	-10	-25
O=C1c2cc(O)cc(O)c2C(=O)c2c1cc(O)c([C@@H](CO)CCO)c2O	-25	4	-8	-33	-11	-2	-34	-35	-36	-2	-2
CCn1cc(C(=O)OCc2ccccc2)c(=O)c2ccc(C)nc21	0	0	-1	10	9	4	5	5	4	-8	-14
CCOC(=O)Cn1c(-c2cccnc2Cl)nc2cc(C)c(C)cc21	0	-10	-19	8	14	-7	-1	-15	1	6	-18
COc1ccccc1N1CCN(C(c2cc3cc(C)ccc3[nH]c2=O)c2nnnn2C2CCCC2)CC1 (centres undefined)	8	-6	0	-8	-6	-5	1	11	-16	9	-17
COC(=O)c1ccc(C2C(C(=O)c3cc4ccccc4o3)=C(O)C(=O)N2CCN2CCOCC2)cc1 (centres undefined)	-1	3	-4	11	8	-1	10	20	-6	-8	-22
Cc1nnc(SCC(=O)n2c3c(c4ccccc42)CCCC3)s1	-6	-9	-2	13	-6	-2	-1	-7	-5	-7	-45
C=CCNC(=O)CCCOc1ccc(C)cc1	6	-11	2	-13	13	-10	-22	4	-3	1	-1
N#Cc1nc(-c2ccco2)oc1NCc1cccnc1	-8	-3	4	4	3	-1	8	-17	-4	11	-10
(further entries)
SMILES	NR2F2 inh	TRAIL sens C8	KKLEB cytotox	CF NFkB inh	NCOA3 inh	EBV LMP1 NFkB	NCOA1 inh	TWEAK-Fn14 inh	TROY NFkB inh	NR5A2 inv ag	NCOA2 inhibitor
CN1CCN(c2ccc(-c3cccc(NC(=O)COc4ccccc4)c3)nn2)CC1	-40	64*	0	-23	-53	-16	-103	5	13	-125	-92
CCC(=O)Nc1cccc(-n2nnnc2SCC(=O)c2ccc(C)c(C)c2)c1	-19	16	18	-9	-43	-7	-39	17	21	-45	-34
CCn1c(COc2ccc(=O)n(-c3ccccc3)n2)nnc1SCc1ccccc1	-5	-10	-4	-13	7	2	-19	-9	3	-22	-4
Cc1cccc(CCNC(=O)COc2cc(=O)n(C)c3ccccc23)c1	-1	0	13	-3	-7	15	2	-14	-7	4	-20
N#CC1=C(S)N(c2ccc(F)cc2)C2(CCCCC2)NC1=O	13	-3	8	-7	9	1	6	-4	-25	2	-14
NS(=O)(=O)c1ccc(CCNC(=O)CCS(=O)(=O)c2ccc(Br)cc2)cc1	-2	-9	-6	3	-6	-7	-15	25	-5	0	18
COc1ccc(-n2nc(C(=O)N3CCN(Cc4ccc5c(c4)OCO5)CC3)c3ccccc3c2=O)cc1	10	16	-15	12	14	4	-10	9	1	-11	-6
CC(=O)Nc1ccc(NC(=S)NC(=O)C2CCCC2)cc1	-22	-8	8	7	-20	8	-7	-8	-24	-8	-22
Cc1nc(N2CCOCC2)nc(OCCN2CCOCC2)c1[N+](=O)[O-]	6	-5	14	-16	-2	-30	-2	-20	-3	1	21
COC(=O)[C@H](C)NC(=O)Nc1cccc(Br)c1	-14	-8	-3	-6	11	3	1	16	0	21	4

Source: PubChem (several laboratories)
